NSD2 inh – NSD2 (human) methyltransferase inhibition; NSD2 peptide methylation, AlphaScreen, 120 min; O96028; AID 743445; inhibition, % at 12.5 µM; actives 0.54% (n = 310,000); in the data active = inhibition above about 50%
SR-BI DiI inh – inhibitors of mouse SR-BI mediated HDL lipid uptake; Q61009; ldlA[mSR-BI] CHO cells, DiI-HDL uptake fluorescence, 3 h; inhibition, % at 12.5 µM; actives 0.96% (n = 320,000); AID 488896;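 active = mean replicate inhibition of at least 70% and a set share of replicates each scoring 70 or more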;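 also: 0% = median of neutral control wells and 100% = median of positive control wells; values of inactives mirror those of a sister screen read the other way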
MITF TRPM1 HTS – increases MITF-driven TRPM1 promoter luciferase signal; SK-MEL-5 TRPM1-promoter luciferase, 24 h; % of positive control, neutral wells = 0; activation, % at 12.5 µM; actives 0.75% (n = 300,000); AID 588334;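 active = mean activation of at least 80% with every replicate also reaching 80%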;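 also: 0% = neutral control wells and 100% = parthenolide positive control wells; values of inactives mirror those of a sister screen read the other way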
Arr AP2 block – blocks beta-arrestin peptide binding to AP2 adaptin; actives 0.31% (n = 340,000); FITC-arrestin peptide / GST-AP2 beads, flow cytometry; AP2 beta2 appendage carries R879A mutation; inhibition, % at 10 µM; AID 504490;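 active = inhibition above a set limit, near 3 SD of compounds lacking own fluorescence, cut at about 54% in these data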;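 also: plate controls were DMSO wells for no effect and 5 µM unlabelled arrestin peptide for full effect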
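Assay system: GST-AP2 R879A bound to glutathione beads, E. coli-expressed; Medium: PBS with 0.05% Tween 20 and 0.1% BSA; Also added: fluorescein-tagged arrestin peptide at 50 nM final; Timing: 12 min plus 1 h, RT; Measured by: flow cytometry, FL1 (488/535 nm); Evaluation: percent drop in bead-associated FITC signal.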
PKA-R1A activ – activators of PKA-R1A complex | PKA-R1A dissociation, Cy5-IP20 fluorescence polarization; scaled: DMSO 0%, 113 µM cGMP 100% | activation, % at 11.4 µM | actives 0.083% (n = 340,000) | AID 504707;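 active = percent activation above the mean of all tested compounds plus 3 SD, cut at about 19% in these data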;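 also: higher means more PKAc released from R1A so a rise in polarization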
Mot1-301 SUMO – blocks SUMOylation pathway, rescuing yeast Mot1-301 growth; S. cerevisiae Mot1-301 growth rescue, ATP luminescence, 38.5C; percent above DMSO median, 100 means doubled; growth rescue, % at 18.8 µM; actives 1% (n = 320,000); AID 2716;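 active = every valid replicate shows activation above 250% relative to neutral control wells; inactive = the rest, any valid replicate at or below 250%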;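 also: OY570 slx delta 5 strain wells were the positive control but not used for scaling; some compounds called inactive have numbers as strong as hits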
PKA-R2B act – activates the human PKA-R2B holoenzyme complex | PKA-R2B holoenzyme dissociation, Cy5-IP20 fluorescence polarization; R2B truncated from residue 108, S112A mutant; 0% DMSO only, 100% 113 µM cGMP | P22694+P31323 | actives 0.079% (n = 340,000) | activation, % at 11.4 µM | AID 504700;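 active = activation above a cutoff set at the mean over all compounds plus 3 SD, cut at about 18% in these data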;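 also: higher means more holoenzyme dissociation and a rise in polarization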
Target sequence (P31323 whole entry, looked up, other chains not shown, the tested form may be a part): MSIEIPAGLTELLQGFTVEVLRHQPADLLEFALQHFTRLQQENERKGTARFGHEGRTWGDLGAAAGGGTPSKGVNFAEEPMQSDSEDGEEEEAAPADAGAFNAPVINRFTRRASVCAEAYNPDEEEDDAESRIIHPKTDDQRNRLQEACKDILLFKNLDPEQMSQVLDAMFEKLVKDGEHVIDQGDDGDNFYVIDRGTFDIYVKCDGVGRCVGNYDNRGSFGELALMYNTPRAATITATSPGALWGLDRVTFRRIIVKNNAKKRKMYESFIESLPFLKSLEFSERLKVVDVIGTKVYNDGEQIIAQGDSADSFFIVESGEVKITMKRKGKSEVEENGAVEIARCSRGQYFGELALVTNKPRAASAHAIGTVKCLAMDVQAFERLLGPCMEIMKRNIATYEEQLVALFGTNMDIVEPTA
CDK5 inh – CDK5/p35 (human) kinase inhibition; Q00535+Q15078; inhibition, % at 10 µM; actives 0.01% (n = 330,000); AID 488839; Recombinant CDK5/p35, ADP-Glo luminescence, 60 min;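 active = highest replicate inhibition of at least 50% and at least 75% of replicates reaching 50%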;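 also: plate controls were DMSO neutral control for no effect and GW8510 at 10 µM for full effect; many of its hits are not listed in these tables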
DSG3 Ab inh – blocks pemphigus antibody binding to human desmoglein-3; actives 0.48% (n = 310,000); DSG3-coupled beads, scFv-anti-DSG3-GFP binding, flow cytometry; stronger effect = lower value; binding (percent of control), % at 10 µM; AID 588358;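 active = binding more than 3 SD below its plate's average and above zero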;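 also: hits lower antibody fragment binding to DSG3; some compounds called inactive have numbers as strong as hits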
dFosB act – activators of mouse delta FosB homodimer; P13346; activation, % at 25 µM; purified delta FosB, TAMRA-CDK5 oligo fluorescence polarization; percent of positive-control signal above neutral wells; AID 493131; actives 0.99% (n = 340,000);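 active = mean activation above about 17%, with every replicate also reaching it, limit read from the data, passing the limit was not always enough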;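 also: fluorescence polarization rise as delta FosB binds a TAMRA Cdk5 AP-1 oligo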
Target sequence (P13346 whole entry, looked up): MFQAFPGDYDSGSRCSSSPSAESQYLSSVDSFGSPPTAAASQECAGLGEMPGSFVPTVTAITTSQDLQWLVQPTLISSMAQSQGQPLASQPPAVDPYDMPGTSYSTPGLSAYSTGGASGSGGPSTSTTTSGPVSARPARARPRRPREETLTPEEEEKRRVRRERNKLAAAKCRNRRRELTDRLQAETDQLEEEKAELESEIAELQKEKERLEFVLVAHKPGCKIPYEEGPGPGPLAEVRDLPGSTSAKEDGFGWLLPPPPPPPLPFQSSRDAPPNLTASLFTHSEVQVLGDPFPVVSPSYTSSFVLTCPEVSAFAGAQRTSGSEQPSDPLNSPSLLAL
SR-BI uptake up – activators of SR-BI mediated HDL lipid uptake; CHO ldlA[mSR-BI] cells, DiI-HDL uptake fluorescence, 3 h; 100 = double the neutral-control signal; activation, % at 12.5 µM; actives 0.096% (n = 320,000); AID 504775;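 active = mean replicate activation of at least 60% and every replicate at or above 60%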;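 also: 0% = median plate neutral-control signal and 100% = twice that signal; values of inactives mirror those of a sister screen read the other way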
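System: CHO ldlA[mSR-BI] cells / Medium: HEPES-buffered (25 mM, pH 7.4) F12 plus 0.5% BSA / Probe or stimulus: labelled HDL, 10 µg/mL / Doses: single compound concentration, delivered by pin transfer / Schedule: 3 h, 37 °C / Measured by: DiI fluorescence, bottom read / Measure: cell-associated DiI fluorescence as measure of HDL uptake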
Numbers without * were called inactive; / = not tested or not shown.

SMILES	NSD2 inh	SR-BI DiI inh	MITF TRPM1 HTS	Arr AP2 block	PKA-R1A activ	Mot1-301 SUMO	PKA-R2B act	CDK5 inh	DSG3 Ab inh	dFosB act	SR-BI uptake up
O=C(/C=C/c1cccs1)Nc1ccc(N2CCOCC2)c(S(=O)(=O)Nc2cc(Cl)ccc2Cl)c1	-1	11	-6	15	-1	17	-8	2.1	112	3	-11
COC(=O)C1=C(C)N(C)C(C)=C(C(=O)OC)C1c1ccc(Cl)cc1	-1	-1	-8	-6	2	-22	4	0.2	111	1	1
COc1ccc(C(=O)N/N=C/c2sc(N3CCOCC3)nc2-c2ccccc2)cc1OC	36	57	21	-11	4	15	-6	-0.5	102	-20	-57
S=c1nc(-c2ccccc2)n(-c2ccccc2)[nH]1	1	-14	4	-5	1	-8	-1	0.8	87	-2	14
CC(C)(C)C1CCC(=NNC(=O)c2ccco2)CC1 (configuration not stated)	7	-20	-3	-4	0	2	5	-1.9	109	3	20
O=C1CN(C(=O)c2ccccc2F)C(c2ccc(F)cc2)c2cc(F)ccc2N1 (configuration not stated)	-1	13	10	-11	-8	-5	-6	0.3	93	-1	-13
CCN(C(=O)COC(=O)c1ccc(=O)n(Cc2ccccc2)n1)C1CCS(=O)(=O)C1 (configuration not stated)	0	-23	1	-8	-5	/	-1	-2.2	108	-8	23
CC(C)(C)c1cc[n+](CC(=O)Nc2cc(C(F)(F)F)ccc2N2CCOCC2)cc1	-5	23	-5	-10	-3	-4	2	3.0	107	-3	-23
COC(=O)c1ccc(C2NC(=O)NC(C)=C2C(=O)N(C)C)cc1 (configuration not stated)	-6	-11	1	0	-5	/	-3	1.3	106	3	11
Cc1ccc(S(=O)(=O)N2CCCC2CNC(=O)C(=O)Nc2ccc(F)cc2F)cc1 (configuration not stated)	-3	15	14	-10	4	13	0	-0.4	122	-6	-15

Four of the compounds above, with values under each structure:
Screens in order: NSD2 inh | SR-BI DiI inh | MITF TRPM1 HTS | Arr AP2 block | PKA-R1A activ | Mot1-301 SUMO | PKA-R2B act | CDK5 inh | DSG3 Ab inh | dFosB act | SR-BI uptake up
- O=C1CN(C(=O)c2ccccc2F)C(c2ccc(F)cc2)c2cc(F)ccc2N1 (configuration not stated)
    -1 | 13 | 10 | -11 | -8 | -5 | -6 | 0.3 | 93 | -1 | -13
- CCN(C(=O)COC(=O)c1ccc(=O)n(Cc2ccccc2)n1)C1CCS(=O)(=O)C1 (configuration not stated)
    0 | -23 | 1 | -8 | -5 | / | -1 | -2.2 | 108 | -8 | 23
- CC(C)(C)c1cc[n+](CC(=O)Nc2cc(C(F)(F)F)ccc2N2CCOCC2)cc1
    -5 | 23 | -5 | -10 | -3 | -4 | 2 | 3.0 | 107 | -3 | -23
- COC(=O)c1ccc(C2NC(=O)NC(C)=C2C(=O)N(C)C)cc1 (configuration not stated)
    -6 | -11 | 1 | 0 | -5 | / | -3 | 1.3 | 106 | 3 | 11

Continuation.
SMILES	NSD2 inh	SR-BI DiI inh	MITF TRPM1 HTS	Arr AP2 block	PKA-R1A activ	Mot1-301 SUMO	PKA-R2B act	CDK5 inh	DSG3 Ab inh	dFosB act	SR-BI uptake up
N#Cc1ccccc1NC(=O)c1ccc2c(c1)OCO2	-2	-1	/	14	-2	6	-7	0.7	116	2	1
Oc1ccc(C[C@H]2CNCCN2CC2CCCCC2)cc1	/	-11	20	-11	-7	-10	-3	0.6	103	6	11
CC1(C)CC(=O)c2sc(NC(=O)C(C)(C)C)nc2C1	0	11	77	-18	3	6	-10	-0.8	91	0	-11
Cc1nnc(NC(=O)CN2CCN(Cc3ccccc3)CC2)s1	-10	25	/	-4	3	-4	-1	1.2	113	0	-25
C[C@@]12C(=O)Nc3ccc(Cl)cc3C(=O)N1[C@H]1c3ccccc3OC[C@@H]1[C@@H]2c1ccccc1	/	48	-9	33	-2	543*	3	-3.8	97	-5	-48
COCCN1CCc2[nH]c(=S)[nH]c(=O)c2C1	0	3	13	-8	-3	-10	-3	-0.6	91	-2	-3
Cc1sc2ncnc(N3CCC(C(=O)NNC(=O)COc4cccc(C(F)(F)F)c4)CC3)c2c1C	0	43	-4	2	-14	20	-12	0.6	103	12	-43
CCOC(=O)c1c(NC(=O)CN2C(=O)NC(C)(c3ccc(Cl)cc3)C2=O)sc(C(=O)NC)c1C (configuration not stated)	-3	27	-4	19	-1	6	-1	-0.7	/	-14	-27
Cc1cccc(C(=O)Oc2ccccc2-c2nnco2)c1	-1	7	-2	8	-3	-21	-6	7.5	106	-2	-7
O=C(CSCC(=O)OCn1nnc2ccccc2c1=O)Nc1ccc(Cl)cc1	0	9	-1	-5	-3	18	-14	-0.6	86	-9	-9
Cc1c(NC(=O)/C(=C\c2ccccc2)NC(=O)c2ccccc2)c(=O)n(-c2ccccc2)n1C	-1	-16	/	21	9	/	-12	0.2	/	-3	16
COc1cccc2c(SCC(=O)N/N=C/c3ccc(O)cc3O)cc(C)nc12	-6	-38	-21	38	-8	/	-7	0.2	101	11	38
CSCC(=O)Nc1ccc(F)c(Cl)c1	-1	-14	-13	12	8	10	2	1.8	105	0	14
Cc1ccc(C(C2=C(O)CC(C)(C)CC2=O)C2C(=O)CC(C)(C)CC2=O)s1 (configuration not stated)	/	8	-2	36	2	0	7	0.0	/	6	-8
O=C(c1ccc(N2CCCCC2)c([N+](=O)[O-])c1)N(Cc1ccccc1)c1ccccn1	2	28	/	14	-13	0	3	-0.2	97	-9	-28
O=C(c1cc2ccccc2[nH]1)N(Cc1cccnc1)CC1CCCN(C2CCCCC2)C1 (configuration not stated)	2	-5	-15	-5	10	-8	7	1.5	/	-10	5
CC(C)c1ccc(NC(=O)C2CCCN(S(=O)(=O)c3ccc4c(c3)C(C)(C)C(=O)N4C)C2)cc1 (configuration not stated)	/	42	/	19	-4	48	7	1.2	96	-4	-42
CCC1=C(OC(=O)N(CC)CC)N2C(=O)OC(=NCCc3c[nH]c4ccccc34)[C@]2(Cc2ccccc2)[C@H]2C1=CC[C@H]1C(=O)N(C)C(=O)[C@H]12	/	-18	-1	-8	-8	-2	-8	0.9	110	-11	18
COc1ccc(Cl)cc1NC(=O)C(C)OC(=O)C1=NNC(=O)CC1 (configuration not stated)	0	7	6	25	-13	-6	-10	-0.5	/	6	-7
O=C(O)c1nn(CCOc2cccc(Br)c2)c(=O)c2ccccc12	-7	-2	-1	47	-10	37	-1	0.6	100	-13	2
CCC1C(=O)Nc2ccccc2N1C(=O)COc1ccccc1 (configuration not stated)	-1	-6	-1	-5	5	-5	1	-2.9	97	-15	6
CCC1CN(C(=O)N2CCC(C(=O)NCCc3ccc(OC)c(OC)c3)CC2)c2ccccc2O1 (configuration not stated)	0	56	16	18	-3	-2	10	-0.5	95	-16	-57
CCCCCCCC1(C)NC(=O)N(c2ccccc2)N1 (configuration not stated)	1	-21	-1	-1	-3	60	7	2.7	84	-9	21
C/C(=N\NC(=S)Nc1ccccc1C)c1cc2ccccc2o1	0	57	-6	1	-6	0	-2	1.7	107	-10	-57
Cn1c(SCc2ccccn2)nc2c1c(=O)[nH]c(=O)n2C	-2	-18	4	-23	8	3	-14	-0.5	117	0	18
COc1cc(NC(=O)C(Cc2ccccc2)n2cccc2)cc(OC)c1 (configuration not stated)	-2	/	8	9	0	-16	-12	4.8	100	-5	/
O=C(CSc1ccccc1F)OCC(=O)N1CCN(C(=O)c2ccco2)CC1	1	-8	-10	41	5	395	3	0.5	104	-3	8
CCCCN(CCCC)C(=S)NC(=O)C(C)(C)C	17	-16	6	-15	-1	2	3	0.3	105	4	16
COCc1cc(=O)[nH]c(N2CCN(Cc3ccc4c(c3)OCO4)CC2)n1	0	-8	-15	-10	-7	-4	-8	0.1	106	-2	8
CC(=O)c1c(C)[nH]c(C(=O)NCCc2ccccc2)c1C	1	12	11	5	0	1	9	1.3	117	-6	-12
CC(C)C(=O)Nc1ccc(Cc2ccc(NC(=O)C(C)C)c(O)c2)cc1O	-1	-10	6	48	0	9	-4	0.3	102	-4	10
O=C(NNC(=S)NC(=O)c1ccc(F)cc1)c1cccnc1	-5	/	-4	4	8	-28	13	0.8	104	-3	/
CCCCOc1ccc(/C=N/NC(=S)Nc2cc(C)ccc2C)cc1	-1	0	/	-6	-16	/	-8	2.2	98	-5	0
CCOC(=O)/C(C#N)=C/C1=C(N2CCOCC2)CC(C)(C)OC1	6	-32	12	15	-12	-27	-9	-0.3	98	-3	32
CCOC(=O)C1=C(C)N=C(/N=C/N(C)C)SC1c1ccccc1 (configuration not stated)	25	7	-14	-8	4	7	8	0.1	98	0	-7
COc1ccc(Nc2cc(C)nc3nc(C)nn23)c(OC)c1	/	2	/	4	-8	10	-9	1.0	106	-5	-2
COc1ccc(CNC2=CC(=O)CC(C)(C)C2)cc1	-1	-17	-6	-4	1	0	-2	0.6	100	-1	17
COc1cc(/C=C/c2ccccc2)cc(OC)c1	-1	51	96*	-7	-5	/	-5	1.4	113	-2	-51
CC(C)c1ccc(NC(=O)COC(=O)[C@@H]2CCCN2C(=O)c2cccs2)cc1	3	4	-1	-7	-9	5	2	-0.1	102	-15	-4
CCN1C(=O)[C@H]2[C@@H](c3ccc(C)cc3)N3C(=O)N(c4ccc(C(F)(F)F)cc4)C(=O)[C@@]3(CC)[C@H]2C1=O	/	-19	9	4	-4	6	-5	0.3	94	-7	19
COc1cccc(N2CCN(C(=O)c3ccc4nc(N5CCCCC5)sc4c3)CC2)c1	/	5	38	12	-7	657	-2	1.1	104	11	-5
COC(=O)c1ccc(C(C(=O)NCc2ccccc2)N(Cc2ccco2)C(=O)c2cnccn2)cc1 (configuration not stated)	4	-39	6	3	-6	5	-9	-0.2	94	-2	39
Cc1nn(C)cc1/C=C1\SC(=S)NC1=O	1	-1	/	12	2	-10	0	-1.4	/	-2	1
CCOC(=O)c1ccc(NC(=O)c2nn(CC)cc2Br)cc1	-3	56	50	3	-6	349*	1	-0.3	110	-15	-56
CC1(C)CC(=O)c2cnc(NC(=O)CCc3ccccc3)nc2C1	0	5	-3	13	6	196	3	0.5	/	-7	-5
COc1ccccc1C(c1c(O)nc(SC)[nH]c1=O)c1c(O)nc(SC)[nH]c1=O	/	-16	/	40	-8	-21	-7	-2.7	101	8	16
CCC(NC(=O)c1ccccc1NC(=O)c1ccc(OC)cc1)C(=O)N1CCCC1 (configuration not stated)	-1	6	26	2	-4	23	1	1.5	86	-10	-6

High-throughput results: PubChem BioAssay, several laboratories
